# aSyn UTR inh = 5' untranslated region of α-synuclein, MLPCN primary screen. inhibition, % (tested at 7.5 µM). 0.82% of 300,000 active. alpha-synuclein 5'UTR reporter, inhibitor activity. AID 1813; in the data active = inhibition above about 60%;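 note: H4 neuroglioblastoma cells stably carrying SNCA 5'UTR luciferase fusion; 0% = DMSO wells and 100% = positive control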
# TRPC4 agonist = opens the mouse TRPC4 cation channel; AID 2237; HEK293 TRPC4beta/mu-opioid, Fluo4 calcium fluorescence; stronger effect = higher value; 0.49% of 310,000 active; B-score at 10 µM; Q9QUQ5;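 active = B-score above 5 SD of library B-scores, and initial fluorescence ratio not above library mean plus 5 SD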;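 note: positive B-score marks a calcium rise read as TRPC4 activation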
# Target sequence (Q9QUQ5 whole entry, looked up): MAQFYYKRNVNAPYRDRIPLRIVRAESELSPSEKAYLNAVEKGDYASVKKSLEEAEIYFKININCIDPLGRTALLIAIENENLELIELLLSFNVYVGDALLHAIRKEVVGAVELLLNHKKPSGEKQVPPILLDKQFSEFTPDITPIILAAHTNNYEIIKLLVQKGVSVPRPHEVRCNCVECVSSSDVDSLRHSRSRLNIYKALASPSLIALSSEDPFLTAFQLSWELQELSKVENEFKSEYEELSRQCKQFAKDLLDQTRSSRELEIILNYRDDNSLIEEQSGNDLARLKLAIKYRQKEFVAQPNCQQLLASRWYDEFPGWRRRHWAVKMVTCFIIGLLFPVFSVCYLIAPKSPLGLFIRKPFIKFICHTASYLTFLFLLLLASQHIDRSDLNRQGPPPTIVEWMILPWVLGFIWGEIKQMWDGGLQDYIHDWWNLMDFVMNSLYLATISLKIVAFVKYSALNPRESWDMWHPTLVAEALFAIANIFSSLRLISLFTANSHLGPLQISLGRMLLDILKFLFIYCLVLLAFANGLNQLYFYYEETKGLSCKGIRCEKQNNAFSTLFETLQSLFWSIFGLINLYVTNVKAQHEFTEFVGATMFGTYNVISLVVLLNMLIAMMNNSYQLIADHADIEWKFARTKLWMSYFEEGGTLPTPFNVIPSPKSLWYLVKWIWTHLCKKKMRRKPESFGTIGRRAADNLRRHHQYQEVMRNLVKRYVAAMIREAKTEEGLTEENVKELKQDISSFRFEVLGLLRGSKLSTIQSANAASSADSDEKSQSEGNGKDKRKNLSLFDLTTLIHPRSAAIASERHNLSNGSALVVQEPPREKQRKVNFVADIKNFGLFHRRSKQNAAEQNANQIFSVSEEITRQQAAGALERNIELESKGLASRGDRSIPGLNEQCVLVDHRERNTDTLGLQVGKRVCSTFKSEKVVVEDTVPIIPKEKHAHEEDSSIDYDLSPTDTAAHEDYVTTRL
#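 System – HEK293 cells stably co-expressing mouse TRPC4beta and mu-opioid receptor · Signal – Fluo4 calcium-sensitive dye fluorescence, kinetic, 1 Hz baseline · Benchmarks – buffer (low) and maximal DAMGO (high) · Read-out – B score of integrated fluorescence ratio per well · Incubation – dye loading 45 min room temperature, 110 s kinetic read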
# SKKanGAS inh = inhibitors of SKKanGAS S. pyogenes growth in kanamycin (SK-promoter or general growth effect) | BacTiter-Glo, 6 h | inhibition, % at 7.5 µM | 1.3% of 300,000 active;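 active = mean replicate score, as percent of positive control median, at least 50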;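 note: strain carries kanamycin resistance gene driven by streptokinase promoter and grows in 40 µg/ml kanamycin; loss of luminescence reflects streptokinase promoter inhibition or plain growth inhibition; 0% = median of DMSO wells and 100% = positive control at its reference dose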
# TRPC6 inhibitor = blocks the mouse TRPC6 cation channel. B-score at 10 µM. Q61143. AID 2553. 1.1% of 310,000 active. HEK293-TRPC6, membrane potential dye, ACh-evoked depolarization; stronger effect = lower value;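 active = B-score under library mean minus 3 SD, initial fluorescence not abnormally high, positive integrated signal ratio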;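 note: B-score derived from integrated fluorescence ratio over the kinetic read; more negative B-score means stronger inhibition of depolarization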
# HIF act = HIF pathway transcriptional activation; U2OS HRE-luciferase reporter, luminescence; normalized: DMSO 0%, desferrioxamine 100%; activation, % at 7.5 µM (by protocol); 0.32% of 300,000 active;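 active = mean activation of at least 10% of the iron chelator positive control signal, with at least half of replicates also reaching 10%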
# MrgX1 antagonist = human MrgX1 receptor antagonism, primary screen. Q96LB2. MRGX1-HEK293 calcium flux, Fluo-4, BAM8-22 antagonism; stronger effect = lower value. B-score at 10 µM. 1.3% of 310,000 active. AID 588676;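 active = calcium-response B-score plate-corrected more than 3 library SD below zero, starting fluorescence within 5 deviations, no agonist response on first addition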;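 note: peak minus trough fluorescence over baseline after final BAM8-22 challenge near maximal dose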
# IEC-6 tox = counter-screen for KLF5 inhibitors: cytotoxicity in IEC-6 cells. IEC-6 cytotoxicity, luminescence viability. inhibition, % at 5 µM. 0.78% of 290,000 active. AID 1825; in the data active = inhibition above about 22%;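 note: 0% = plate median of test compound wells and 100% = cytotoxic reference compound wells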
# KLF5 inhibitor = kruppel-like factor 5 inhibition; DLD-1 KLF5 promoter-luciferase reporter, luminescence; inhibition, % at 5 µM; 0.23% of 290,000 active; AID 1700;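 active = inhibition above a per-plate limit of that plate's mean compound inhibition plus 3 SD, cut at about 60% in these data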;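 note: 0% = DMSO wells and 100% = LY294002 at 200 µM; higher means less KLF5 promoter-driven luciferase light; inactives centre near -14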
# TRPC4 inh = TRPC4 (mouse) channel inhibition. Q9QUQ5. HEK293 TRPC4beta/mu-opioid, DAMGO-evoked Fluo4 calcium flux; stronger effect = lower value. B-score at 10 µM. 0.39% of 300,000 active. AID 2247;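 active = B-score over 3 SD under the library average, no early fluorescence shift, positive overall ratio signal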
#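 Material: HEK293 cells with stable TRPC4beta plus mu-opioid receptor expression; probe or stimulus: DAMGO in two steps, submaximal then maximal; technique: Fluo4 calcium fluorescence by kinetic imaging, 5 s 1 Hz baseline; measure: integrated fluorescence ratio relative to baseline, converted to per-well B score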
# TRPC4 PAM = TRPC4 (mouse) allosteric potentiation; HEK293 TRPC4beta/mu-opioid, DAMGO EC20, Fluo-4 Ca2+ flux; stronger effect = higher value; B-score at 10 µM; 0.42% of 310,000 active; AID 2227;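 active = B-score of calcium response area above 5 SD of library B-scores, with initial fluorescence ratio within 5 SD of library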;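 note: B-score of integrated fluorescence ratio over time as area under calcium response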
# TRPC6 activator = activates the mouse TRPC6 cation channel | Q61143 | HEK293-TRPC6 membrane potential dye fluorescence; stronger effect = higher value | B-score at 10 µM | 0.13% of 310,000 active | AID 2550;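 active = B-score of the integrated fluorescence ratio above library mean plus 3 SD, and starting fluorescence ratio within library mean plus 5 SD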;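 note: higher score means more depolarization so channel activation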
# The depositor's hits bear a star; i = inactive; · = no result given. This is a random part of the collection. Share with any hit: about 5.8%.
# Values run as follows: aSyn UTR inh, TRPC4 agonist, SKKanGAS inh, TRPC6 inhibitor, HIF act, MrgX1 antagonist, IEC-6 tox, KLF5 inhibitor, TRPC4 inh, TRPC4 PAM, TRPC6 activator
- CCOC(=O)c1ccc(N/C=C/C(=O)c2ccc(OC)c(OC)c2)cc1
  13, i, 2, i, 0.1, i, 3, -32, i, i, i
- CC1(C)Cc2ccccc2C2=NNC(=O)C2=N1
  -5, i, 21, i, -6.4, i, 5, -35, i, i, i
- CC(NC(=O)NC(=O)c1cccc(Cl)c1)c1ccccc1 (stereo unspecified)
  6, i, 5, i, 0.0, i, -1, -31, i, i, i
- CCCc1ccc(O)c(N=Cc2cc(Br)cc(OCC)c2O)c1
  -55, i, 11, i, 0.0, i, -1, -15, i, i, i
- CCN(C(=O)CSc1ncccc1C(=O)OC(C)C)c1cccc(C)c1
  39, i, 8, i, 0.0, i, -2, -29, i, i, i
- CC(OC(=O)CCc1nc2ccccc2c(=O)[nH]1)C(=O)Nc1ccc2c(c1)OCO2 (stereo unspecified)
  0, i, -11, i, -0.3, i, 0, -11, i, i, i
- O=C1C2CCCN2c2ccc(S(=O)(=O)N3CCOCC3)cc2N1Cc1ccccc1F (stereo unspecified)
  -1, i, 4, i, -0.9, i, 1, -13, i, i, i
- C=CCn1c(N)c(C(=O)NCc2ccco2)sc1=S
  1, i, -5, i, -0.2, i, 0, -5, i, i, i
- CC(=O)c1cc2c(cc1NC(=O)CSc1nc3ccc(C)cc3[nH]1)OCO2
  -51, i, -3, i, 1.1, i, 1, -21, i, i, i
- CC1CCC(NC(=O)COC(=O)C2CC3CCCC(C2)C3=O)CC1 (stereo unspecified)
  4, i, -21, i, -0.5, -7.9*, ·, ·, i, i, i
- CC1CCN(S(=O)(=O)c2cc(F)ccc2CN2C(=O)c3cccnc3C2=O)CC1
  16, i, -2, i, 0.4, i, 6, 3, i, i, i
- Cc1cc(C)cc(N(C(=O)CNC(=O)c2ccco2)C(C(=O)NC2CCCCC2)c2ccncc2)c1 (stereo unspecified)
  -11, i, -1, i, 2.3, i, -4, 1, i, i, i
- CC(=O)C[C@H]1c2cc(F)ccc2S(=O)(=O)N1c1ccc(N(C)C)cc1
  -9, i, 4, i, 1.6, i, ·, ·, ·, i, i
- CCN1CCN(CNC(=O)c2cnccn2)CC1
  -12, i, -14, i, -0.4, i, -7, -2, i, i, i
- Cc1nc(-c2ccc(Cl)cc2)sc1C1(C)CC(c2ccc([N+](=O)[O-])cc2)=NO1 (stereo unspecified)
  -19, i, 12, i, 1.2, i, ·, ·, i, i, i
- COc1ccccc1CNC(=O)CSc1nnc2c(n1)[nH]c1ccc(F)cc12
  21, i, -2, i, -0.1, i, -3, -5, i, i, i
- O=C(NNC(=O)c1cc(Cl)ccc1O)c1ccc(NS(=O)(=O)c2cccs2)cc1
  -12, i, 47, i, 1.0, i, ·, ·, i, i, i
- CCOCC(=O)Nc1ccccc1C(=O)N1CCOCC1
  5, i, -6, i, -0.3, i, 6, -45, i, i, i
- COc1ccc(O)c(CN2CCC(n3nccc3NC(=O)C3CCCC3)CC2)c1
  -2, i, 1, i, -0.2, i, -8, -11, i, i, i
- CCOC(=O)Cc1nnc2c(Nc3ccccc3F)nc3nonc3n12
  3, i, 1, i, -0.2, i, 8, -7, i, i, i

# Compound profiles, from the list above:
# Entry for CCN1CCN(CNC(=O)c2cnccn2)CC1 = aSyn UTR inh: -12; TRPC4 agonist: i; SKKanGAS inh: -14; TRPC6 inhibitor: i; HIF act: -0.4; MrgX1 antagonist: i; IEC-6 tox: -7; KLF5 inhibitor: -2; TRPC4 inh: i; TRPC4 PAM: i; TRPC6 activator: i
# Entry for CCN(C(=O)CSc1ncccc1C(=O)OC(C)C)c1cccc(C)c1 = aSyn UTR inh: 39; TRPC4 agonist: i; SKKanGAS inh: 8; TRPC6 inhibitor: i; HIF act: 0.0; MrgX1 antagonist: i; IEC-6 tox: -2; KLF5 inhibitor: -29; TRPC4 inh: i; TRPC4 PAM: i; TRPC6 activator: i
# Entry for CCCc1ccc(O)c(N=Cc2cc(Br)cc(OCC)c2O)c1 = aSyn UTR inh: -55; TRPC4 agonist: i; SKKanGAS inh: 11; TRPC6 inhibitor: i; HIF act: 0.0; MrgX1 antagonist: i; IEC-6 tox: -1; KLF5 inhibitor: -15; TRPC4 inh: i; TRPC4 PAM: i; TRPC6 activator: i

# Carrying on:
# Values run as follows: aSyn UTR inh, TRPC4 agonist, SKKanGAS inh, TRPC6 inhibitor, HIF act, MrgX1 antagonist, IEC-6 tox, KLF5 inhibitor, TRPC4 inh, TRPC4 PAM, TRPC6 activator
- COc1cccc(NC(=O)COC(=O)CCn2c(C)csc2=O)c1
  7, i, 16, i, -35, i, ·, ·, i, i, i
- CN1CCN(S(=O)(=O)c2cccc(C(=O)NC3CCCc4ccccc43)c2)CC1 (stereo unspecified)
  11, i, 0, i, -2.3, i, -3, 0, i, i, i
- O=C(CNC(=O)c1ccc(Oc2ccccc2)cc1)OC1CCCCC1=O (stereo unspecified)
  6, i, 0, i, 0.9, i, 2, -10, i, i, i
- Cc1cccc(OCc2nnc(SCC(=O)N3CCCCC3)o2)c1
  9, i, -7, i, -0.9, i, -5, -1, i, i, i
- O=C(Nc1cc(C(F)(F)F)ccc1-n1cncn1)c1ccc(-c2ccccc2)cc1
  -1, i, 6, i, 0.0, i, -1, -21, i, i, i
- CC(NC(=O)/C=C/c1ccccc1)c1ccccc1 (stereo unspecified)
  26, i, 1, i, 0.0, i, 4, -27, i, i, i
- CCOc1cc(C(=S)N2CCOCC2)ccc1OC(=O)/C=C/c1ccc(OC)c(OC)c1
  7, i, 11, i, -0.3, i, 0, -18, i, i, i
- CCOC(=O)C1CCN(C(=O)c2cnn3c(C)cc(C)nc23)CC1
  5, i, 6, i, -0.2, i, -1, 1, i, i, i
- COc1ccc(NC(=S)N2CCN(S(=O)(=O)c3ccc(C)cc3)CC2)cc1
  5, i, -6, i, -0.1, i, 0, -13, i, i, i
- COc1cc(C2CC(=O)n3c(nc4ccccc43)S2)cc(OC)c1OC (stereo unspecified)
  14, i, 1, i, -0.1, ·, 5, -11, i, i, i
- CN1CCN(Cc2cccc3ncccc23)CC1CCO (stereo unspecified)
  3, i, 0, i, -0.8, i, -7, -20, i, i, i
- CCc1nc2ccccc2c(C(=O)Nc2cc(C)ccc2C)c1C
  -6, i, 2, i, 0.3, i, -5, -45, i, i, i
- CCOC(=O)C(C)CC(C)C(=O)N1CCOCCOCCN(C(=O)C(C)CC(C)C(=O)OCC)CCOCC1 (stereo unspecified)
  13, i, -2, i, -0.4, i, -2, -36, i, i, i
- COc1ccc(NC(=O)CN2CCN(S(=O)(=O)N(C)C)CC2)cc1
  5, i, 0, i, -0.4, i, -7, -12, i, i, i
- Cc1ccc2[nH]c(=O)c3cc(C(=O)NCCN4CCN(C)CC4)sc3c2c1
  -4, i, -5, i, 0.1, i, 4, -6, i, i, i
- CCn1c(CNC(=O)COc2ccc(C(C)C)cc2)nnc1SCC(=O)Nc1ccccc1F
  -4, i, -12, i, 0.0, i, -5, -1, i, i, i
- CCCCN(CC)CCCNC(=S)Nc1ccc2nc(N3CCN(C)CC3)cc(C)c2c1
  -41, i, -4, i, 0.3, i, 0, -14, i, i, i
- CCCN(c1ccc(C)cc1)c1nc(=O)c2cccnc2s1
  8, i, -2, i, -3.6, i, -7, -18, i, i, i
- O=C(N/N=C/c1sc(N2CCCCC2)nc1-c1cccs1)C1CC1
  -21, i, -11, i, 0.1, i, 7, -18, i, i, i
- NC(=O)CSc1cn(CCNC(=O)c2cccs2)c2ccccc12
  -44, i, 1, i, 0.8, i, ·, ·, i, i, i

# (continued)
# Values run as follows: aSyn UTR inh, TRPC4 agonist, SKKanGAS inh, TRPC6 inhibitor, HIF act, MrgX1 antagonist, IEC-6 tox, KLF5 inhibitor, TRPC4 inh, TRPC4 PAM, TRPC6 activator
- Cn1cccc1Cc1nnc(SCC(=O)NCC2CCCO2)n1C (stereo unspecified)
  1, i, -1, i, 0.0, i, 0, -9, i, i, i
- Cc1cc(C)nc(NS(=O)(=O)c2ccc(NC(=O)COc3ccccc3)cc2)n1
  -1, i, 5, i, -0.2, i, -3, 11, i, i, i
- CC(C)CNC(=O)COc1ccccc1[N+](=O)[O-]
  -37, i, -5, i, -0.1, i, -4, -41, i, i, i
- COc1ccc(CN2C(=O)C(C)N(C(=O)c3c(F)cccc3F)c3ccccc32)cc1 (stereo unspecified)
  26, i, -10, i, -0.5, i, 5, -5, i, i, i
- CCc1ccc(Nc2nnc(SCC(=O)NCCN3C(=O)CSC3=O)s2)cc1
  -65, i, 4, i, 0.1, i, 0, -38, i, i, i
- CCOc1ccc(OCC)c(NC(=O)CN(C)S(=O)(=O)c2cnc[nH]2)c1
  2, i, 1, i, -0.4, i, 0, -2, i, i, i
- CSc1ccccc1NC(=O)c1ccccc1
  -4, i, 1, i, 0.4, i, -7, -1, i, i, i
- O=C(NC1CC2CCCC(C1)N2C(=O)NC1CCCCC1)c1ccccc1 (stereo unspecified)
  3, i, -1, i, -0.1, i, -2, 6, i, i, i

# Structural class, those above containing a Cl atom (three)
# Values run as follows: aSyn UTR inh, TRPC4 agonist, SKKanGAS inh, TRPC6 inhibitor, HIF act, MrgX1 antagonist, IEC-6 tox, KLF5 inhibitor, TRPC4 inh, TRPC4 PAM, TRPC6 activator
- CC(NC(=O)NC(=O)c1cccc(Cl)c1)c1ccccc1 (stereo unspecified)
  6, i, 5, i, 0.0, i, -1, -31, i, i, i
- Cc1nc(-c2ccc(Cl)cc2)sc1C1(C)CC(c2ccc([N+](=O)[O-])cc2)=NO1 (stereo unspecified)
  -19, i, 12, i, 1.2, i, ·, ·, i, i, i
- O=C(NNC(=O)c1cc(Cl)ccc1O)c1ccc(NS(=O)(=O)c2cccs2)cc1
  -12, i, 47, i, 1.0, i, ·, ·, i, i, i

# Bioassay records as filed in PubChem.
